MIN6 prolif – induces beta-cell replication in MIN6 cells. MIN6 cells proliferation, ATPlite luminescence, 48 h; cells starved in 0.2% serum; 100% = growth in 10% serum. proliferation, % at 10 µM. hit rate 0.29% among 330,000. AID 2380;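 active means compounds whose signal lies at least 3.5 SD above the mean of all wells on their plate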;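 further: 0% = DMSO-treated cells in low-serum medium and 100% = 10% serum control; some compounds called inactive have numbers as strong as hits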
SENP8 block-1 – SENP8 protease inhibition. Q96LD8. purified SENP8, Z-RLRGG-aminoluciferin cleavage, luminescence. inhibition, % at 10 µM. hit rate 1.2% among 330,000. AID 2540; in the data active means inhibition above about 50%
Target sequence (Q96LD8 whole entry, looked up): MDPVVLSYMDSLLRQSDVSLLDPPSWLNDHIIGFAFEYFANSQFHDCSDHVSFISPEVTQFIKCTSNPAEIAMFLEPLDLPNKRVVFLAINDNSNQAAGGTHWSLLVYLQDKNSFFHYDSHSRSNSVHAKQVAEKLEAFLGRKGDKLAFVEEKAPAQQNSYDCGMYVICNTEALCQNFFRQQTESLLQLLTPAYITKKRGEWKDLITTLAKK
UBC13 polyUb – inhibitors of human UBC13 polyubiquitin chain formation | P61088 | TR-FRET | inhibition, % at 20 µM | hit rate 0.47% among 330,000; in the data active means inhibition above about 45%, passing the limit was not always enough; inconclusive means no clear call, values can overlap the other calls
Target sequence (P61088 whole entry, looked up): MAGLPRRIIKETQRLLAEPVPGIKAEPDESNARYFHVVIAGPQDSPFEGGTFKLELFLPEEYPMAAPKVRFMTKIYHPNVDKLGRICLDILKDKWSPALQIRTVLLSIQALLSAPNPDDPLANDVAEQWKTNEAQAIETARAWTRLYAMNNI
SENP7 block – blocks the human protease SENP7. hit rate 1.5% among 330,000. recombinant SENP7, Z-RLRGG-aminoluciferin luminescence, 40 min. inhibition, % at 5 µM. Q9BQF6;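 active means inhibition above about 50% at the single test dose, limit read from the data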;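 further: plate controls were DMSO with enzyme for no effect and no enzyme buffer wells for full effect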
Target sequence (Q9BQF6 706-1050 limits assumed): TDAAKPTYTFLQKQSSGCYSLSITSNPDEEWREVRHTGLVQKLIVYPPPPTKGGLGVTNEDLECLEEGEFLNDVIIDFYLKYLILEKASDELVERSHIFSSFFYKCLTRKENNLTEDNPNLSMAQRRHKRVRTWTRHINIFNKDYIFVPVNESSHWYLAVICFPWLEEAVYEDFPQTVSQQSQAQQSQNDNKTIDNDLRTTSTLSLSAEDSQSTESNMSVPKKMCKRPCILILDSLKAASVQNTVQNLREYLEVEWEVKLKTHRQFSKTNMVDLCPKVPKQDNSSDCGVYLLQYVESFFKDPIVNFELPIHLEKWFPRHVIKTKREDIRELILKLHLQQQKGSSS
PfGluPho inh – PfG6PD (Plasmodium falciparum) enzyme inhibition; AID 504690; inhibition, % at 20 µM; PfGluPho enzyme, NADPH resazurin-diaphorase fluorescence; hit rate 0.78% among 350,000;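 active means inhibition reaching at least a set limit at 20 µM in the primary screen, cut at about 59% in these data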;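 further: 0% = DMSO wells with substrate and 100% = DMSO wells lacking glucose-6-phosphate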
SENP6 block – SENP6 protease inhibition. inhibition, % at 10 µM. Q9GZR1. Recombinant SENP6 catalytic domain, aminoluciferin luminescence. hit rate 1.8% among 330,000;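 active means inhibition above about 50% at the single tested dose, limit read from the data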;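 further: plate controls were DMSO wells with enzyme for no effect and DMSO wells lacking enzyme for full effect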
SENP1 inh – blocks the human SENP1 SUMO protease catalytic domain; recombinant SENP1 catalytic domain, CyPet-SUMO1-YPet FRET cleavage; hit rate 0.21% among 360,000; Q9P0U3; inhibition, % at 10 µM;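 active means inhibition at least 30% at 10 µM, raw YFP signal under a set limit, fluorescence ratio 0.5 to 1.5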;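 further: 0% = enzyme with DMSO and 100% = no enzyme wells; some results filed as inactive read as strong as hits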
Target sequence (Q9P0U3 419-644 limits assumed): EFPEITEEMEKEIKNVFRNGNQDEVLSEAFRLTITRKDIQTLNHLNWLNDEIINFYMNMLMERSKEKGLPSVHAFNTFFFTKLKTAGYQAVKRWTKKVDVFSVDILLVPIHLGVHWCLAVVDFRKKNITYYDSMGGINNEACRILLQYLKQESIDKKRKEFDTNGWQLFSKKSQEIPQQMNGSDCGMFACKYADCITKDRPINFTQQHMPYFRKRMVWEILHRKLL
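material = recombinant human SENP1 catalytic domain, His6-tagged | quantity = 20 pM enzyme | reagent = 25 nM SUMO1 FRET substrate | compound dosing = 10 µM single point, 0.5% DMSO | timing = 50 min enzyme reaction, room temperature, light-protected | detection = FRET, CFP and YFP emission | control set = no-enzyme low, enzyme-DMSO high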
HKDC1 inh – blocks human hexokinase HKDC1 activity; Q2TB90; recombinant HKDC1, G6PDH/diaphorase resazurin coupled fluorescence; inhibition, % at 20 µM; hit rate 0.16% among 340,000; AID 493160;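 active means inhibition above about 35% when tested at 20 µM, limit read from the data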;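 further: plate controls were DMSO wells with enzyme for no effect and DMSO wells lacking enzyme for full effect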
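System: Recombinant HKDC1 hexokinase | Amount: HKDC1 at 5 µg/mL | Reagent: Glucose with 1 mM ATP | Doses: Single 20 µM dose | Incubation: Reaction time 90 min, room temperature, protected from light | Signal: Coupled resazurin fluorescence, excitation 525 nm, emission 613 nm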
SENP8 block-2 – inhibitors of human SENP8 protease; Q96LD8; recombinant SENP8, Nedd8 substrate fluorescence; inhibition, % at 20 µM; hit rate 0.64% among 360,000; AID 602440; in the data active means inhibition mostly above about 40%, no sharp cut-off; inactive means mostly below about 27%
Starred values were filed as active, the others as inactive; u = inconclusive; x = no result given.

SMILES	MIN6 prolif	SENP8 block-1	UBC13 polyUb	SENP7 block	PfGluPho inh	SENP6 block	SENP1 inh	HKDC1 inh	SENP8 block-2
CCCCOC(=O)n1c(SCC(=O)N(C)C)nc2ccccc21	0	-12	-7	0	11	-15	1	-4	11
CSc1sc(C(=O)NCC2CC2)c2c1S(=O)(=O)N(C)c1ccccc1-2	0	-1	9	-2	-4	-25	2	-2	-31
Cc1ccc(NC(=S)NC2CCSc3ccccc32)cc1 (stereo not drawn)	-4	5	2	-10	-3	-8	3	0	11
O=C(Nc1nccs1)C1CC(=O)N(c2ccc(Cl)cc2)C1 (stereo not drawn)	-1	11	-2	1	1	-8	2	-4	7
O=C(/C=C/c1ccccc1)Oc1ccccc1C(=S)N1CCOCC1	-3	-2	7	3	5	-1	2	-11	7
Cc1ccc(OCC(O)CNCc2ccc(F)cc2)cc1 (stereo not drawn)	0	6	6	1	-3	5	1	0	10
C=CCc1cc(C)ccc1OCCn1ccnc1	-2	-13	-2	-4	-17	-14	3	-1	23
O=C(CCN1C(=O)C2C3C=CC(C3)C2C1=O)NCc1cccnc1 (stereo not drawn)	-2	-6	-8	-6	-22	-6	-1	-10	12
COc1cccc(CNC(=O)CSc2ccc(-c3ccncc3)nn2)c1	-2	1	-9	3	x	-29	x	x	x
COc1ccc(CN(CC2CCC(C(=O)O)CC2)C(=S)Nc2cc(Cl)ccc2OC)cc1 (stereo not drawn)	0	-1	-13	-3	-5	-13	1	-11	6
O=C(OC1CCOC1=O)c1cc(Cl)ccc1[N+](=O)[O-] (stereo not drawn)	0	-3	5	4	5	10	0	-6	14
CC[C@@H](C)[C@H](NC(=O)Cc1c(C)c2cc3c(C)c(C)oc3c(C)c2oc1=O)C(=O)O	-3	-2	-5	-3	-10	-7	-68	2	-278
CC(C)OCCCNC(=O)c1sc(=S)n(C)c1N	-3	-3	-2	2	23	-1	3	-7	13
COc1ccc(C(=O)N=C2SC3CS(=O)(=O)CC3N2c2ccc(C(C)=O)cc2)cc1 (stereo not drawn)	0	5	-3	0	1	7	4	1	2
Cc1ccc(-c2nnc(N3CCN(S(C)(=O)=O)CC3)c3ccccc23)cc1	-2	-6	-17	-9	-21	-2	1	5	17
COc1cccc(OC)c1C(=O)NC(=S)NCc1ccco1	-1	-3	6	9	-2	20	3	-14	13
COc1ccccc1NC(=O)C(=O)NNC(=O)c1ccco1	-1	-4	2	2	-17	-7	2	-3	10
Cc1nc2ccccn2c1-c1csc(Nc2cccc(C(=O)O)c2)n1	1	3	6	2	21	15	-3	-4	-130
CC(C)(C)Nc1nc(Cl)nc(NC(C)(C)C)n1	0	-12	u	-11	-2	-12	2	0	6
CC(OC(=O)c1ccc2c(c1)C(=O)N(Cc1ccncc1)C2=O)C(=O)Nc1cccc(Cl)c1Cl (stereo not drawn)	0	-1	-6	-8	-4	-16	2	-6	8
CCN(CC(=O)Nc1c(F)cccc1F)C(=O)CNC(=O)c1ccc2c(c1)OCO2	-1	4	18	-4	8	1	-2	-8	4
Cc1csc2nc(O)c(C(=O)NCC3CCCO3)c(=O)n12 (stereo not drawn)	0	6	-1	0	-13	-3	-2	6	5
COCCN(C(=O)CSc1nnc(-c2ccco2)n1C)c1c(N)n(CC(C)C)c(=O)[nH]c1=O	-1	-8	-5	1	-18	3	-1	-2	8
O=C1CCN(Cc2ccccc2)CCN1[C@H](COc1ccccc1)c1ccccc1	0	-16	10	-6	4	-13	0	-4	9
OC(CN1CCN(c2ccccc2)CC1)c1ccc2c(c1)CCN2 (stereo not drawn)	-1	6	2	-1	7	-21	-1	-1	5
COc1ccc(S(C)(=O)=O)cc1S(C)(=O)=O	0	-5	16	-8	-13	12	0	2	16
CC1(C)CC2(CC(c3ccc(F)cc3)c3ccc(O)cc3O2)NC(=S)N1 (stereo not drawn)	-2	-3	10	0	9	-6	4	-4	8
O=C(Nc1cnc2ccccc2c1)c1ccco1	1	43	5	70*	8	70*	4	-6	4
COc1ccccc1N=C1SCC(=O)N1Cc1ccco1	4	-2	5	3	-1	-6	-1	-2	5
O=C(Nc1ccccc1C(=O)O)c1ccc(CN2C(=O)c3ccccc3C2=O)cc1	-3	19	-8	1	-43	32	1	3	10
CC(=O)N1CCC(N(C(=O)Nc2ccc(C)c(C)c2)C2CCCC2)CC1	0	-1	-4	-7	3	-26	1	-13	11
CC(=O)c1cc(C#N)c(NCCCN(C)C)nc1C	3	3	6	10	-7	0	0	-3	-2
COC(=O)C1CCN(C(=O)/C=C/c2ccccc2)CC1	-2	-5	6	-2	-6	-2	1	-13	13
N#Cc1ccc(C(=O)Nc2ccn(-c3ccccc3)n2)cc1	1	11	2	-2	-2	7	2	2	-5
CC1CCCC(NC(=O)COC(=O)Cc2c[nH]c3ccccc23)C1C (stereo not drawn)	-2	0	8	6	5	-3	1	2	17
Cc1ccccc1/C=N/Nc1ccnc2cc(Cl)ccc12	x	x	x	x	9	x	-8	-4	-334
COc1ccc(NC(=O)C2CC(=O)N(c3ccccc3C)C2)c(OC)c1 (stereo not drawn)	0	-3	1	7	-11	-6	0	-5	4
CC(=O)Nc1c2c(nn1-c1ccccc1C)CSC2	-2	-2	5	0	20	-15	1	-3	6
O=C(CSc1nc(-c2ccc(Cl)cc2)[nH]c(=O)n1)Nc1cccc(Cl)c1	-4	4	-9	-9	-29	-19	2	7	36
Cc1ccc(NC(=O)CSc2nc3nn(-c4ccccc4)c(=O)c-3c3n2CCCCC3)cc1F	-4	-10	-30	5	8	6	0	0	16
COc1ccc(NC(=O)CSc2nnc(CNc3ccc(C)cc3)n2C)cc1	1	-5	-6	-6	16	-9	5	-7	13
CC(=O)NC1(c2ccc(F)cc2)CCN(C(=O)c2c(F)cccc2F)CC1	2	-2	3	-3	0	16	1	-7	18
Fc1ccccc1NC(=S)N1CCCCC1	-2	-1	-1	3	-5	-8	-1	-11	15
CCOc1cc(/C=N/N=C2/NC(=O)C(CC(=O)O)S2)ccc1OCc1ccc(Cl)cc1Cl (stereo not drawn)	-3	9	-24	3	-28	14	0	-6	-1
CC(OC(=O)Cc1ccc(Br)cc1)C(=O)NC1CCCC1 (stereo not drawn)	5	1	0	12	-1	-6	5	-10	13
CC(=O)/C(C#N)=C1\NC(=O)C(Cc2ccc(F)cc2)S1 (stereo not drawn)	1	-6	-11	-1	-11	-15	0	-3	20
COc1ccc(-c2cc(C(=O)NCC3CCCO3)c3ccccc3n2)cc1 (stereo not drawn)	-1	10	12	8	15	7	-1	-9	-431
Cc1ccc(-n2c(C)cc(/C=c3/sc4nc5ccccc5n4c3=O)c2C)cc1	-5	15	-19	9	15	22	x	-2	x
O=C(COc1cccnc1[N+](=O)[O-])NCCc1ccccc1	-2	7	2	-8	-7	-15	0	-4	30
COc1ccc2c(CC(=O)OCC(=O)NC(=O)c3cccn3C)coc2c1	-1	2	5	-5	-11	-1	-3	5	-48
CCc1sc(C(=O)Nc2cccc(-n3cnnn3)c2)cc1C	1	0	-6	4	27	14	0	-5	-2
Cc1cc(C)c(S(=O)(=O)NC(C)C)c(C)c1-n1cnnn1	-3	-2	7	8	1	-1	6	-5	11
COc1ccc(NC(=O)CS(=O)(=O)c2ccc(Br)cc2)cc1	-1	7	5	5	4	2	0	-7	11
Cc1ccc(C)c(NC(=O)NNC(=O)c2cc3ccccc3cc2O)c1	-1	-13	8	-4	-25	0	17	-8	-79
O=S(=O)(c1ccc(F)cc1)N1CCC(O)(c2ccc3c(c2)OCO3)CC1	0	9	0	2	-2	7	-1	-10	9
O=C(NC1CCCC1)C(c1ccc(Cl)cc1)N1CCN(C2CCCCC2)CC1 (stereo not drawn)	-1	-14	-11	-4	-4	-28	1	-6	24
COCc1cc(=O)[nH]c2cc(NC(=O)C(C)(C)CCl)c(C)cc12	-1	-2	7	-6	2	-7	-2	7	-235
COc1cccc(CNc2nc3nc4c(c(=O)n3[nH]2)CCC4)c1	0	1	-2	-6	7	-14	2	9	16
O=C(Nc1nnc(CSCc2ccc(Cl)cc2)s1)c1cccc([N+](=O)[O-])c1	0	0	1	7	52	15	2	-1	19
CCOc1cc(Cl)c(S(=O)(=O)NCCCn2ccnc2)cc1Cl	-1	-2	-4	6	34	5	-2	-8	-2

Looked up by compound from the list above (five):
SMILES	MIN6 prolif	SENP8 block-1	UBC13 polyUb	SENP7 block	PfGluPho inh	SENP6 block	SENP1 inh	HKDC1 inh	SENP8 block-2
CC(=O)NC1(c2ccc(F)cc2)CCN(C(=O)c2c(F)cccc2F)CC1	2	-2	3	-3	0	16	1	-7	18
COc1ccc(NC(=O)CS(=O)(=O)c2ccc(Br)cc2)cc1	-1	7	5	5	4	2	0	-7	11
Cc1ccc(C)c(NC(=O)NNC(=O)c2cc3ccccc3cc2O)c1	-1	-13	8	-4	-25	0	17	-8	-79
Cc1ccc(-n2c(C)cc(/C=c3/sc4nc5ccccc5n4c3=O)c2C)cc1	-5	15	-19	9	15	22	x	-2	x
CCc1sc(C(=O)Nc2cccc(-n3cnnn3)c2)cc1C	1	0	-6	4	27	14	0	-5	-2

Remaining list, next part
SMILES	MIN6 prolif	SENP8 block-1	UBC13 polyUb	SENP7 block	PfGluPho inh	SENP6 block	SENP1 inh	HKDC1 inh	SENP8 block-2
Cc1ccc(C(=O)NCCCN2CCOCC2)cc1N1CCCC1=O	-2	-5	1	-4	10	-10	2	-4	1
COc1ccc(NC(C)=O)cc1S(=O)(=O)NC1CCSc2ccccc21 (stereo not drawn)	0	7	4	0	29	-9	0	0	1
CCN1CCc2c(sc3c2c(NCc2ccco2)nc2nnnn23)C1	0	2	-9	2	50	17	-44	14	-298
CCC1(c2ccc(F)cc2)NC(=O)N(CC(=O)NCC(=O)Nc2cccc(C)c2C)C1=O (stereo not drawn)	-2	-8	-4	-9	-5	-6	3	-6	3
CCCCOC(=O)C(NC(=O)c1ccccc1)=C(C)C	0	4	0	2	-5	-15	3	-7	36
Cc1ccc(/C=N\NC(=O)CCc2n[nH]c(=O)[nH]c2=O)o1	0	0	-5	6	-2	3	-1	-8	21
Cc1cc(=O)oc2c(C)c(OCC(=O)N(C)C)ccc12	0	10	3	0	4	-3	2	-7	-380
CCCCOc1ccc(S(=O)(=O)NC(=O)NCc2ccc(OCCC)cc2)cc1	-3	0	-7	-3	-18	-1	-7	17	9
CCOC(=O)C(NC(=O)c1cccc(Cl)c1)(Nc1nnc(C)s1)C(F)(F)F (stereo not drawn)	-2	-7	-10	-2	7	-8	0	4	9
CCC(CC)NC(=O)COC(=O)c1cc(SC)ccc1Cl	-2	10	6	2	-1	-1	0	-11	10
Cc1cc(C(=O)COC(=O)CN(C)S(=O)(=O)c2ccc(Cl)cc2)c(C)n1CC1CCCO1 (stereo not drawn)	-3	-3	8	-4	-4	-9	0	1	9
Cc1ccc(NC(=O)Cn2ncc(Cl)c(Cl)c2=O)cc1S(=O)(=O)N1CCCCC1	-8	-5	-32	6	1	-10	2	10	19
Cn1cc(C(=O)Nc2ccccn2)c(=O)c2ccccc21	-3	-2	3	2	15	-10	0	4	8
O=C(COc1ccc2ccccc2c1)N/N=C/C1CC=CCC1 (stereo not drawn)	0	2	1	6	8	-4	2	-1	12

Screens deposited in PubChem BioAssay by Sanford-Burnham Center for Chemical Genomics.
